Wee1 stabilizer – blocks degradation of human Wee1 kinase; P30291; HeLa Luc-Wee1K328M stability, luciferase luminescence; 100% = proteasome inhibitor MG132 effect; reporter increase, % at 5 µM; 220,000 tested, 1.2% active; AID 1321;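 active = activation above the mean of all tested compounds plus 3 SD, set per screening run, cut at about 8.8% in these data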;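 also: cells exposed to compound for 20 h before luminescence read; 0% = DMSO alone and 100% = MG132 at 30 µM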
KLK5 inh – inhibitors of human kallikrein 5; recombinant hK5, fluorogenic AMC substrate cleavage; Q9Y337; 210,000 tested, 0.59% active; inhibition, % at 5 µM;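 active = inhibition of 40% or more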;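 also: 0% = enzyme controls without compound and 100% = no-enzyme blanks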
FXIIa inh – factor XIIa (human) inhibition. inhibition, % at 5 µM. 220,000 tested, 0.3% active. AID 800. P00748. purified FXIIa, Boc-QGR-AMC fluorogenic substrate, 2 h; in the data active = inhibition above about 40%;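 also: 0% = enzyme with no compound and 100% = blank without enzyme; many of its hits are not listed in these tables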
p97 inhibitor – blocks human p97 ATPase activity; P55072; recombinant p97 ATPase, Kinase-Glo ATP luminescence, 3 h; inhibition, % at 8 µM; 220,000 tested, 0.42% active; AID 1481; in the data active = inhibition above about 15%;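 also: 0% = DMSO vehicle and 100% = wells lacking enzyme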
MDM2 E3 inh – blocks human Mdm2 ubiquitin ligase activity | signal enhancement, % at 5 µM | Q00987 | cell-based MDM2 ubiquitination luciferase reporter, 2 h; 0 = plate control, 100 = twice control, blank-subtracted | 210,000 tested, 0.11% active;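 active = signal enhancement of 30% or more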;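 also: luminescence tracks abundance of the self-degrading MDM2-luciferase fusion protein; higher signal means inhibition of MDM2 E3 ligase activity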
Target sequence (Q00987 whole entry, looked up, the tested form may be a part): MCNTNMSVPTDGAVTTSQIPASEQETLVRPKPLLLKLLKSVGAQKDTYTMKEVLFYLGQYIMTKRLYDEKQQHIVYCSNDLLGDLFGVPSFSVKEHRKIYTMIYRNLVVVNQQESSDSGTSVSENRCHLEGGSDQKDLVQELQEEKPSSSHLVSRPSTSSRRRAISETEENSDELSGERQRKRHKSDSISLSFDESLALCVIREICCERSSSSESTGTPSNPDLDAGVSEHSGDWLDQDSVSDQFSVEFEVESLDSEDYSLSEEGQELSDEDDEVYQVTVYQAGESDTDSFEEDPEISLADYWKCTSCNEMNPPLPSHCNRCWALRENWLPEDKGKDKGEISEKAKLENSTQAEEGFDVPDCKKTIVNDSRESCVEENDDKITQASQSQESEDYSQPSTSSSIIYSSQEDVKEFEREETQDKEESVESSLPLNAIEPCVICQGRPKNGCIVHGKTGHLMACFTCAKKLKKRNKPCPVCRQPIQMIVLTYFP
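Assay system: stable mammalian line carrying autodegrading MDM2–luciferase fusion reporter; amount: 2000 cells seeded into each well; buffer or medium: DMEM; benchmarks: plate control and blank wells; signal: luciferase luminescence; timing: 2 h compound exposure at 37 °C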
FXIa inh – inhibitors of human coagulation factor XIa | P03951 | purified FXIa, Boc-Glu-Ala-Arg-AMC fluorogenic substrate | inhibition, % at 5 µM | 220,000 tested, 0.14% active | AID 798;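 active = inhibition of at least 40%; inactive = inhibition below 40%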;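 also: fluorescence of freed AMC excited at 355 nm; 0% = enzyme without compound and 100% = no enzyme blank; many of its hits are not listed in these tables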
eIF4E-4G inh – blocks eIF4E binding to eIF4G. TR-FRET eIF4E-eIF4GI(517-606) binding, 2 h. AID 782. P63073+Q04637. inhibition, % at 21.7 µM. 220,000 tested, 0.37% active;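 active = inhibition above about 30%, limit read from the data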;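 also: 0% = full FRET control wells and 100% = background wells lacking eIF4GI fragment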
14-3-3 Bad PPI – disrupts binding of bovine 14-3-3 zeta to phospho-Bad peptide | P63103 | TR-FRET 14-3-3zeta/Dy647-pBad peptide displacement, 1 h | inhibition, % at 21.7 µM | 220,000 tested, 0.71% active | AID 781;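 active = inhibition above about 70%, limit read from the data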;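 also: 0% = full 14-3-3 plus peptide FRET controls and 100% = background without 14-3-3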
Rad51 HR inh – blocks human Rad51 in homologous recombination; Q06609; hRad51 DNA strand exchange, fluorescence dequenching; inhibition, % at 10 µM; 200,000 tested, 0.085% active; AID 1385;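 active = inhibition above 40% at the single screening dose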;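 also: 0% = DMSO control wells and 100% = blanks with heterologous ssDNA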
Target sequence (Q06609 whole entry, looked up): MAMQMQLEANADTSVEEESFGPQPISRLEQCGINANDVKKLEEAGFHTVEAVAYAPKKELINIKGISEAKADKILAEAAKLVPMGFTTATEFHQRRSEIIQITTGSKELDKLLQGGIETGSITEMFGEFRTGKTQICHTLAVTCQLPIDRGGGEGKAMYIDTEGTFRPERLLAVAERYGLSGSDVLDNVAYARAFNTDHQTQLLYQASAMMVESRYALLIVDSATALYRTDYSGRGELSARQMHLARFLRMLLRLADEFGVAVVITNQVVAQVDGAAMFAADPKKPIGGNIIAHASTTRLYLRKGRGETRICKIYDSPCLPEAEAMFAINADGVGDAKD
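Assay system: Human Rad51 nucleoprotein filaments preassembled on unlabelled ssDNA | Reagent: Donor/quencher-labelled 47-bp dsDNA substrate | Doses: One concentration, 10 µM final | Times: 37 °C 15-min filament assembly, 30-min compound preincubation, 15-min exchange | Technique: Fluorescein emission 520 nm, excitation 485 nm | Benchmarks: Plate control and blank wells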
* hit, by the source's call; . = not tested or not shown; [ ] = dose if it differs, or a comment.

molecule,Wee1 stabilizer,KLK5 inh,FXIIa inh,p97 inhibitor,MDM2 E3 inh,FXIa inh,eIF4E-4G inh,14-3-3 Bad PPI,Rad51 HR inh
NC(=O)C1=C[C@@H](c2csc3ccccc23)C[C@@H](OCCCCO)O1,2,3,9,6,.,2,-2,2,-2
CCOc1ccccc1C1C(C#N)=C(N)Oc2cc(N)ccc21 (configuration not stated),-1,0,13,5,-4,4,6,-3,-2
Cc1nnc(SCC(=O)N(Cc2ccccc2)C(C)C)n1-c1ccccc1,2,-20,-1,1,5,-5,-1,-14[fluorescence artefact?],7
Cc1cc(N2CCN(c3nc4ccccc4s3)CC2)n2ncnc2n1,0,-6,8,1,-25,5,2,-3,-4
O=C(/C=C/c1ccco1)OCn1nnc2ccccc2c1=O,-1,8,12,1,-6,2,7,-12,-6
Cc1ccccc1C(=O)NC1CCN(Cc2nnnn2C(C)(C)C)CC1,-1,-2,6,0,-3,-6,-2,-3,3
O=C1Nc2cc(S(=O)(=O)N3CCCC3)ccc2N2CCCC12 (configuration not stated),3,-20,13,2,-7,5,1,0,2
O=C(NC12CCC(O)C(SC1)/C2=N/O)c1ccccc1 (configuration not stated),-1,-21,4,1,-9,-12,-6,-10,3
C#CCOCCOCCOCCNc1nc(N2CCN(C(=O)Cn3cc(CCCN=C(N)N)nn3)CC2)nc(N2CCN(C(=O)[C@H](C(C)C)n3cc(CCO)nn3)CC2)n1,1,-13,3,5,.,-3,5,62,-2
Cc1ccc(Sc2ccc(CN3CCCC3)cc2[N+](=O)[O-])cc1,2,.,5,7,-11,0,2,-7,.
C/C=C/C(=O)N1CC2(CC(c3cccc(NC(=O)/C(C)=C/C)c3)=NO2)C[C@H]1C(N)=O (some centres not stated),.,2,8,.,-4,4,-4,0,-13
Cc1cc2cc(CCNC(=O)CC(C)(C)C)c(=O)[nH]c2cc1C,-2,-6,9,2,-5,2,5,13,-1
CC1(C)Cc2nc(-c3ccccc3)nc(SCC(O)CO)c2CO1 (configuration not stated),-2,16,3,-4,-12,-10,2,1,-11
Cc1c(NC(=O)c2ccc3c4c(cccc24)CC3)c(=O)n(-c2ccccc2)n1C,-1,-1,20,1,-73,-1,-1,-6,5
Cc1ccc(C)c(NC(=O)CN(C)C(=O)/C=C/c2ccco2)c1,4,-1,2,9,1,0,0,-4,-43
COc1cc(OC)c(C2C(C#N)=C(N)OC3=C2C(=O)CC(C)C3)cc1OC (configuration not stated),4,-8,-5,6,5,4,1,6,-8
O=c1c2ccccc2nnn1Cc1cccc2ccccc12,-1,-15,7,0,-10,18,3,4,15
COc1cc(C(=O)Nc2nccs2)c(Br)c(OC)c1OC,0,-33,1,1,-9,-9,-7,-5[fluorescence artefact?],3
COc1ccc(S(=O)(=O)N2CCN(S(=O)(=O)c3ccc4c(c3)OCCO4)CC2)cc1C,-4,-10,2,-2,-6,0,-1,2[fluorescence artefact?],.
Cc1ccc(N/C=C(\[N+](=O)[O-])S(=O)(=O)c2ccccc2)cc1,-1,-2,7,4,-6,-3,-2,8,3
CCn1c(CNC(=O)c2ccco2)nnc1SCC(=O)Nc1cc(C(F)(F)F)ccc1Cl,-2,0,-10,1,-7,-4,5,-1,-6
CCC(C)N(CC(=O)Nc1cccc(C)c1C)C(=O)CCl (configuration not stated),2,13,14,-5,-21,10,-1,-3,0
c1ccc(Oc2nc(NCc3ccco3)nc(NCc3ccco3)n2)cc1,4,1,16,8,-10,6,-3,-2,1
CS(=O)(=O)n1nc(-c2ccc(Cl)cc2)nc1N,1,-2,5,1,-8,-6,1,-11,-5
COc1ccc(N2C(=O)NC3CC2(C)Oc2ccc(Br)cc23)cc1OC (configuration not stated),-1,-14,11,3,-8,-9,-10[fluorescence artefact?],-1[fluorescence artefact?],-7

Whole records from above. Order of screens: Wee1 stabilizer, KLK5 inh, FXIIa inh, p97 inhibitor, MDM2 E3 inh, FXIa inh, eIF4E-4G inh, 14-3-3 Bad PPI, Rad51 HR inh
Entry for `COc1cc(C(=O)Nc2nccs2)c(Br)c(OC)c1OC` = 0, -33, 1, 1, -9, -9, -7, -5[fluorescence artefact?], 3
Entry for `Cc1ccc(C)c(NC(=O)CN(C)C(=O)/C=C/c2ccco2)c1` = 4, -1, 2, 9, 1, 0, 0, -4, -43
Entry for `O=C1Nc2cc(S(=O)(=O)N3CCCC3)ccc2N2CCCC12` (configuration not stated) = 3, -20, 13, 2, -7, 5, 1, 0, 2

Next compounds follow.
molecule,Wee1 stabilizer,KLK5 inh,FXIIa inh,p97 inhibitor,MDM2 E3 inh,FXIa inh,eIF4E-4G inh,14-3-3 Bad PPI,Rad51 HR inh
O=C(Nc1ccc2nc(-c3ccco3)[nH]c2c1)c1cccs1,-1,-21,1,7,-17,0,3[fluorescence artefact?],-4,2
CC(C)(C)OC(=O)N[C@@H](Cc1ccccc1)C(=O)N1CCC(C(=O)O)CC1,-1,-4,12,4,-1,15,-6,-8,3
COc1cc2sc(C)nc2c2sccc12,3,-1,20,1,-11,13,-3[fluorescence artefact?],8[fluorescence artefact?],-4
C/C(=N\NC(=O)c1cccc(Cl)c1)C1C(=O)c2ccccc2C1=O,0,-9,9,7,-5,6,-3,8,.
O=C(Nc1ncccn1)C1CCCN1S(=O)(=O)c1ccc(Cl)c(Cl)c1 (configuration not stated),2,-2,4,1,-3,-19,2,3[fluorescence artefact?],-2
CCOC(=O)c1cc(NC(=O)OC)c(C)nc1C,-1,5,12,4,6,-3,-2,-5,-5
C/C(=N/NC(=O)c1ccccc1)C(=O)O,1,-16,8,6,5,-2,1,-13,25
O=C(CSc1nnnn1-c1ccccc1)Nc1ncc2c(n1)CC(c1ccco1)CC2=O (configuration not stated),1,-13,5,4,-13,0,3,2,1
Cc1nc(NCc2ccc3c(c2)OCO3)c2nnn(Cc3ccccc3)c2n1,-1,-27,17,-3,4,7,-1,68,-3
COc1ccc(-n2c(COc3cccc4ccccc34)nnc2SCC(=O)NCc2ccco2)cc1,-1,-21,-2,-5,-14,3,-11,-27,3
O=C(N/N=C/c1ccccc1OCc1ccccc1)c1cccnc1,0,-14,6,-4,1,2,-1[fluorescence artefact?],16,-4
Cc1nn(-c2ccccc2)c(Cl)c1/C=C(\C#N)C(=O)NC(C)C,-1,-18,6,4,-2,1,-2,-9,-2
Cc1ccccc1S(=O)(=O)Cc1ccc(C(=O)O)o1,-2,-19,-18,1,-2,-4,6[fluorescence artefact?],11,8
CCOc1ccc2c(c1)C(N(CCN1CCOCC1)C(=O)Nc1ccccc1)CC(C)(C)O2 (configuration not stated),-1,-5,6,0,-15,-6,-5,-8,-4
C=CCN1C(=O)C(Cc2ccc(OC)cc2)S/C1=N\N=C\c1cccs1 (configuration not stated),-1,-4,12,-3,-4,4,6,5,0
CN1C(=O)C(O)(CC(=O)/C=C/c2ccco2)c2ccccc21 (configuration not stated),0,0,4,4,-11,-1,2,-27,5
O=C(Nc1cccc(Cl)c1)C1C2CCC3C(CCC21)C3(Cl)Cl (configuration not stated),1,3,20,2,-17,18,3[fluorescence artefact?],13,-4
Cc1ncn(C23CC4CC(CC(C4)C2)C3)n1,-1,-3,4,3,8,0,-1,2[fluorescence artefact?],.
CCOc1ccc(CNC(=O)c2ccc(Sc3ccc(C)cc3)c(NC(C)=O)c2)cc1,0,-11,5,6,-2,4,0,-8,6
O=C(O)c1cc2nccc(-c3ccco3)n2n1,3,1,7,7,.,-1,0,2,-7
CC1=[N+]([O-])C(C)(C)N(O)C1(C)C,0,8,5,2,-1,8,0,-2,16
COCCn1c(-c2ccccc2)cnc1N,0,-7,9,3,-8,-2,-3,13,-7
CC(=O)c1cccc(NC(=O)NC2CCCc3ccccc32)c1 (configuration not stated),-1,.,3,-1,-13,-2,-1,4,.
O=C1COc2ccc(C(=O)COC(=O)CCc3ccc(S(=O)(=O)N4CCOCC4)cc3)cc2N1,2,-5,13,-1,6,-5,4,3,5
CCCOc1ccc(-c2nc(OCC)c3ccccc3n2)cc1,-3,-5,5,1,.,-1,-7,-13,4
N#Cc1c(Nc2ccc(Cl)cc2)s[nH]c1=O,2,-3,6,7,-13,-1,-1,-10,1
CCOn1c(=O)c(=O)n(O)c2ccccc21,-3,-4,10,-2,-1,-5,2,-5,-39
O=C(NC1CCCCC1)C1CC=CCC1C(=O)OCC(Cl)=C(Cl)Cl (configuration not stated),-1,-4,10,-6,-2,14,-4,-3,-2
CCC(C)/C(C)=N/NC(=O)C1COc2ccccc2O1 (configuration not stated),2,-13,6,-1,-12,1,3,6,-12
CCCC(=O)Nc1nn(C)c2nc3c(C)cccc3cc12,0,-15,22,-2,-5,7,2[fluorescence artefact?],28[fluorescence artefact?],-2
COc1cccc(-c2nc(=S)c3c(o2)CCCC3)c1,5,-12,2,1,-13,-6,0,-8,11
FC(F)(F)c1cc(-c2ccccc2)nc(N2CCCCC2)n1,4,-6,15,4,8,-1,.,.,5
COc1cc(C(=O)Nc2cccc3cccnc23)cc(OC)c1OC,0,-7,-15,-1,-13,-13,8,6,-7
COc1cc(C(C)=O)ccc1OC(=O)c1cc2cccc(OC)c2oc1=O,53*,-12,28,3,-6,7,0,-4,-22
CCOc1ccc(C(C)(C)C)cc1S(=O)(=O)N1CCOCC1,-3,32,25,-5,-11,9,3,-9,-8
COc1ccccc1NC1=C(Cl)C(=O)N(c2ccccc2)C1=O,-2,-3,1,17*,-8,-4,-2,0,.

Source: PubChem
